GPR55 beta-arrestin: selective activators of receptor GPR55 – imaging, U2OS cells, beta-arrestin-GFP redistribution, primary screen (AID 1961) | U2OS GPR55 beta-arrestin-GFP redistribution imaging; higher % means a stronger effect | activation, % at 10 µM; hits with a dose series show EC50 in µM | 290,000 tested, 0.048% active;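 active = activation above 40% with more than 50 cells counted in the well; inconclusive = wells holding fewer than 50 cells, flagged as toxic or sparse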;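 also: U2OS osteosarcoma cells stably expressing GPR55 and beta-arrestin-GFP; plate controls were DMSO negative control for no effect and LPI positive control for full effect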
AID2073: inhibitors of Mint1-CaV2.2 protein interaction, biochemical, HTRF (AID 2073); HTRF protein-protein interaction, Mint1-CaV2.2; higher % means a stronger effect; inhibition, % at 20 µM; hits with a dose series show IC50 in µM; 290,000 tested, 0.19% active; in the data active = inhibition mostly above about 51%, no sharp cut-off; inconclusive = no clear call, values can overlap the other calls; inactive = mostly below about 53%; also: some results filed as inactive read as strong as hits
NOD1 inhibition: NOD1 signaling inhibitors, primary screen, cell-based, luminescence, uHTS (AID 1578); NOD1-driven NF-kB luciferase reporter cells, luminescence; higher % means a stronger effect; inhibition, % at 4 µM; hits with a dose series show EC50 in µM; 290,000 tested, 1% active; in the data active = inhibition mostly above about 36%, no sharp cut-off; inactive = mostly below about 34%;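 also: HEK-293T reporter cells stimulated with the NOD1 agonist gamma-tri-DAP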
Dynein transport: blocks dynein driven cargo transport along microtubules. 3617.4 mouse cells, GR-EGFP nuclear translocation imaging; test concentration mostly 20 µM; stimulated with dexamethasone, 1 µM; hits give low values. z-score, hits read low. 220,000 tested, 0.47% active;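 active = plate z-score of nuclear minus cytoplasmic receptor signal below a set negative limit, without overly bright fluorescence or cell loss, cut at about -3.5 in these data, passing the limit was not always enough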;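 also: z-score of nuclear minus cytoplasmic ring GR-EGFP intensity difference per well; some compounds called inactive have numbers as strong as hits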
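Buffer or medium: tet-free, stripped-serum medium; reagent: dexamethasone at 1.0 µM final, 30 min; incubation: 48 h induction, 1 h compound, 30 min dex at 37 °C; measured by: formaldehyde fixation, Hoechst nuclear stain, 10x automated fluorescence imaging; read-out: nuclear-to-cytoplasmic GR-EGFP distribution per well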
KOR beta-arrestin-1: kappa opioid receptor blockers – cell-based, luminescence, uHTS (AID 1778) | one-dose inhibition, % at 10 µM; IC50 in µM for titrated hits | KOR beta-arrestin recruitment, luminescence, antagonist mode; higher % means a stronger effect | 290,000 tested, 0.091% active; also: strong numbers were not always called active
P. falciparum M17LAP: P. falciparum M17LAP inhibitors, primary screen, biochemical, fluorogenic H-Leu-NHMec substrate, 1536-well (AID 1619); recombinant M17LAP, H-Leu-NHMec fluorogenic kinetic assay; higher % means a stronger effect; 220,000 tested, 0.38% active; inhibition, % at 30 µM, or IC50 in µM where a hit was titrated;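 active = compound inhibiting the enzyme by more than half at any dose during confirmatory dose-response retesting; inconclusive = strong single-dose inhibitors picked by rank but not retested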;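 also: plate controls were full reaction with DMSO carrier for no effect and no enzyme background for full effect; strong numbers were not always called active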
M1AAP inhibition: malaria alanyl aminopeptidase activity blockers – biochemical, fluorogenic H-Leu-NHMec substrate, 1536-well (AID 1445). recombinant M1AAP, H-Leu-NHMec fluorogenic kinetic assay; higher % means a stronger effect. one-dose inhibition, % at 30 µM; IC50 in µM for titrated hits. 220,000 tested, 0.42% active;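 active = primary inhibition above the hit cutoff, then over 50% inhibition at one or more dose response concentrations, cut at about 23% in these data, passing the limit was not always enough; inconclusive = conflicting primary data, or primary hits not chosen for dose response; inactive = low primary inhibition, or under 50% at every dose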;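 also: plate controls were DMSO full reaction for no effect and no enzyme background for full effect; strong numbers were not always called active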
KOR beta-arrestin-2: kappa opioid receptor activators – cell-based, luminescence, uHTS, primary screen (AID 1777) | activation, % at 10 µM, or EC50 in µM where a hit was titrated | KOR beta-arrestin recruitment, luminescence; higher % means a stronger effect | 280,000 tested, 0.02% active; in the data active = activation above about 50%, passing the limit was not always enough; also: a part of the inactive calls stands beside numbers as strong as those of hits
NOD2 inhibition: inhibition of NOD2-driven NF-kB reporter – cell-based, luminescence, uHTS, HEK293 (AID 1566); HEK293 NOD2/NF-kB luciferase reporter, luminescence; higher % means a stronger effect; inhibition, % at 4 µM; hits with a dose series show EC50 in µM; 290,000 tested, 0.63% active; also: many of its hits are not listed in these tables
Dynein transport cytoplasmic EGFP: also measured in Dynein transport; calls as there; z-score; measured here: cytoplasmic GR-EGFP intensity; hits give high values
Dynein transport nuclear GR-EGFP: further read-out of Dynein transport, marked with its call; z-score; measured here: nuclear GR-EGFP intensity;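 lower value marks the stronger effect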
Dynein transport cell count: further read-out of Dynein transport, marked with its call; z-score; measured here: cell count per field
The depositor's hits bear a star; ? = inconclusive; nt = not tested or not shown; [ ] = dose if it differs, or a comment. Rule as the data show it, unless noted: active = inhibition above about 50%; inactive = the rest. An excerpt (hit frequency here may not be typical).

smiles,GPR55 beta-arrestin,AID2073,NOD1 inhibition,Dynein transport,Dynein transport cytoplasmic EGFP,Dynein transport nuclear GR-EGFP,Dynein transport cell count,KOR beta-arrestin-1,P. falciparum M17LAP,M1AAP inhibition,KOR beta-arrestin-2,NOD2 inhibition
CCOC(=O)N/N=C\c1ccc([N+](=O)[O-])s1,0.9%,6%,-17%,-1.3,-0.14,-0.67,0.22,-28%,27%,11%,2.4%,1%
Cc1cc(Cl)ccc1OCC(=O)N1CCCCC1,0.3%,4%,-46%,2.4,0.063,1.8,-2.6,27%,9%,-7%,-5.4%,-42%
Oc1ccccc1OCC(O)c1ccccc1 (stereo not drawn),-0.1%,1%,-17%,nt,nt,nt,nt,-22%,nt,nt,-1.9%,10%
O=S(=O)(c1ccc2ncn(O)c2c1)N1CCOCC1,-0.5%,-6%,13%,0.91,-0.11,0.38,-1,-6%,10%,0%,-0.4%,14%
OCCN1CCN(c2ncnc3c2c(-c2ccccc2)cn3-c2ccc(F)cc2)CC1,-1.0%,1%,-15%,-0.29,-0.13,-0.41,1,41%,10%,12%,-12%,4%
O=C(COc1ccccc1[N+](=O)[O-])Nc1cc(C(=O)O)cc(C(=O)O)c1,-0.4%,-4%,-14%,0.71,-0.22,-0.025,0.011,-8%,12%,5%,-3.2%,17%
Cc1cc(NC(=O)c2ccccc2)cc(NC(=O)c2ccccc2)c1C,0.6%,2%,-23%,nt,nt,nt,nt,-29%[20 µM],nt,nt,-4.6%,6%
Cn1c(=O)[nH]c(=O)c2c1nc(Br)n2C/C=N/NC(=O)c1ccccc1,0.2%,0%,-9%,0.65,-0.25,-0.095,-0.16,30%,-5%,1%,-5.1%,12%
CCN1C(=O)CC(N2CCC(C(=O)N3CCOCC3)CC2)C1=O (stereo not drawn),-0.1%,-2%,-6%,-0.36,-0.24,-0.26,1.1,21%,-1%,2%,0.8%,7%
O=C(N/N=C/c1ccco1)c1ccccc1OCc1ccccc1Cl,-0.3%,28%,-10%,0.52,-0.23,0.6,-1.3,2%,13%,5%,4.6%,9%
O=C(CS(=O)CC(=O)N(CC(=O)NC1CCCC1)C1CCCC1)Nc1ccc(F)cc1 (stereo not drawn),-0.3%,-1%,-22%,0.37,-0.16,0.35,-0.13,-41%,16%,-1%,2.9%,0%
COc1ccc(/C=C/C(=O)NCCn2c(C)cc3ccccc32)cc1OC,-0.2%,2%,-28%,-0.8,-0.17,0.3,0.78,-29%,2%,9%,0.4%,7%
O=C(Nc1ccc2c(c1)OCO2)c1cnn2c1NC(c1ccco1)CC2C(F)(F)F (stereo not drawn),0.3%,2%,-52%,0.16,-0.22,0.11,0.04,-9%,9%,1%,-0.5%,-13%
COc1cccc(NC(=O)CN2CCN(c3nc(-c4cccc(OC)c4)cs3)CC2)c1,1.5%,-8%,-32%,-0.88,-0.24,-0.55,0.57,-36%,27%,-3%,3.9%,-3%
C=CCOc1cccc(C(=O)/C=C2/C(=O)Nc3ccccc32)c1,-0.1%,20%,-4%,nt,nt,nt,nt,-54%,nt,nt,-7.6%,-21%
O=C(NCc1ccco1)c1ccccc1,0.3%,9%,-3%,nt,nt,nt,nt,16%,nt,nt,-2.3%,-2%
CC(c1ccccc1)n1c(-c2ccncc2)n[nH]c1=S (stereo not drawn),-0.1%,-8%,-37%,0.064,-0.22,0.1,-0.092,-24%,1%,2%,-4.2%,4%
CCOc1ccccc1CNS(=O)(=O)c1ccc2[nH]c(=O)sc2c1,-0.2%,-6%,23%,0.029,0.32,0.32,0.29,-42%,-1%,6%,2.8%,-2%
O=C(CSc1nc2ccccc2s1)c1cc2ccccc2o1,-0.4%,6%,2%,-1,-0.16,0.038,0.24,-39%,23%,12%,-0.5%,-15%
c1ccc(-n2c(-c3ccco3)nnc2-c2ccco2)cc1,-0.1%,1%,-22%,0.75,-0.23,0.48,-1,5%,-2%,9%,-3.0%,0%
CCc1ccc(C2=NNC(=Nc3c(C)n(C)n(-c4ccccc4)c3=O)SC2)cc1,-0.2%,7%,3%,-0.21,-0.3,-0.13,0.42,22%,20%,4%,-8.2%,4%
Cc1cc2cc(CNC(=O)Nc3ccc(Cl)c(Cl)c3)ccc2n1C,0.3%,-7%,-7%,2.1,-0.0011,1.7,-2.1,-11%,4%,5%,-5.7%,-8%
O=C(NNc1cccc([N+](=O)[O-])c1)/C(=C\c1cccnc1)NC(=O)c1ccccc1,-0.1%,-10%,-1%,-0.84,-0.22,-0.41,0.9,31%,18%,9%,-1.9%,-1%
Cc1ccc(CC2CC(=O)N(c3cc(C)ccc3C)C2=O)cc1 (stereo not drawn),0.4%,7%,-1%,nt,nt,nt,nt,-15%,nt,nt,-2.5%,-2%
c1ccc(-n2nnc3ccccc32)nc1,-0.3%,-8%,4%,-0.61,-0.32,-0.22,0.11,-4%,2%,-1%,-1.1%,6%
O=C(CN1CCN(Cc2ccc(Cl)cc2)CC1)N/N=C/c1ccncc1,0.2%,-7%,-20%,0.55,0.91,0.085,-1.2,28%,-1%,-1%,1.3%,9%
CCOc1ccc(C(=O)CCC(=O)NCC(=O)OCc2ccccc2)cc1OCC,-0.2%,11%,10%,nt,nt,nt,nt,-12%,nt,nt,0.1%,-27%
Cc1onc(C(=O)Nc2ccc3c(c2)OCO3)c1[N+](=O)[O-],-0.2%,5%,-16%,nt,nt,nt,nt,-13%,nt,nt,-0.9%,9%
C=CCNC(=O)c1cccc(Br)c1,-0.1%,9%,-26%,-0.31,-0.17,0.45,0.31,33%,9%,4%,-3.2%,12%
Cc1ccc(-c2cc(C(=O)NCCCn3ccnc3)no2)cc1,-0.1%,-12%,-49%,-0.96,-0.27,-0.073,0.71,-26%[20 µM],nt,nt,nt,-14%

Other records follow:
smiles,GPR55 beta-arrestin,AID2073,NOD1 inhibition,Dynein transport,Dynein transport cytoplasmic EGFP,Dynein transport nuclear GR-EGFP,Dynein transport cell count,KOR beta-arrestin-1,P. falciparum M17LAP,M1AAP inhibition,KOR beta-arrestin-2,NOD2 inhibition
CCc1nnc(NC(=O)CN2CCN(c3ccccc3OC)CC2)s1,0.3%,6%,37%,0.62,-0.44,0.17,-0.1,-24%,0%,1%,6.3%,2%
CCCC1(C(=O)O)NC(c2ccccc2O)C2C(=O)N(Cc3ccccc3)C(=O)C21 (stereo not drawn),-0.1%,-3%,9%,-0.38,-0.21,-0.18,-0.07,-16%,6%,1%,-0.2%,8%
COCCCNc1nc2ccccc2nc1NS(=O)(=O)c1cc(Cl)ccc1Cl,0.5%,10%,-6%,nt,nt,nt,nt,3%,nt,nt,-2.7%,27%
CC(C)(C)c1nnc(NC(=O)CCn2cnc3ccccc3c2=O)s1,-0.1%,-2%,-13%,-0.11,-0.26,0.14,0.085,-16%[20 µM],6%,-1%,nt,18%
O=C(Nc1cccc(S(=O)(=O)N2CCOCC2)c1)c1cn(-c2ccccc2)nc1-c1ccc(F)cc1,0.0%,30%,-32%,-0.81,-0.3,-0.71,0.4,-16%,4%,13%,-4.1%,-1%
Nc1nc(-c2ccccc2)cc(-c2ccccc2)n1,-0.3%,-5%,-25%,nt,nt,nt,nt,-14%[20 µM],nt,nt,-4.2%,0%
CC(C)(C)c1ccc(Oc2ccc(NC(=O)c3ccco3)cn2)cc1,0.0%,6%,-1%,-1.4,-0.21,-0.85,0.68,4%,1%,-2%,-0.9%,-5%
O=[N+]([O-])c1ccc(/C=N/Nc2ncc(-c3ccccc3)cn2)cc1,0.2%,?,-29%,0.048,-0.34,0.14,0.23,-5%[20 µM],-7%,9%,nt,-7%
Cn1c(=O)[nH]c(=O)c2c1nc(CN1CCN(c3ccccc3F)CC1)n2CCc1ccccc1,-0.1%,10%,0%,-0.78,-0.38,-0.097,0.075,18%,16%,0%,5.0%,15%
CC/C(=N\NC(=O)CCC(=O)NCc1ccccc1)c1ccc(O)cc1,-0.2%,-2%,-19%,-0.84,-0.33,-0.39,1.2,-44%[20 µM],-5%,7%,-2.5%,-20%
C(#Cc1ccccc1)C[N+]1(CC#Cc2ccccc2)CCCCC1,0.0%,-14%,-20%,-0.095,-0.33,0.18,0.058,-14%[20 µM],-5%,-1%,nt,3%
C[C@H]1CN=C(Nc2ccccc2)N1CC1CCCCC1,-0.2%,4%,27%,nt,nt,nt,nt,-8%[20 µM],nt,nt,-2.6%,9%
O=S(=O)([N-]c1nc2ccccc2nc1-[n+]1ccc(CCCc2ccccc2)cc1)c1cccs1,-0.1%,2%,7%,2.2,-0.16,0.87,-2.1,2%,-10%,3%,-0.2%,21%
CC(C)Cc1ccc(S(=O)(=O)N2CCCC2)cc1,0.0%,2%,-3%,-0.021,-0.27,0.11,0.91,-13%,8%,3%,2.2%,-9%
CCS(=O)(=O)NCCNc1ccc([N+](=O)[O-])cc1,0.3%,44%,-29%,0.25,-0.19,0.66,-0.65,-27%[20 µM],27%,7%,-2.4%,-14%
CCOc1ccc(NC(c2ccccn2)c2oc(CO)cc(=O)c2O)cc1 (stereo not drawn),0.6%,28%,-35%,-0.57,-0.35,-0.049,-0.12,30%,7%,3%,-12%,-34%
CC[C@H](C)[C@@H]1NC(=O)c2cc([N+](=O)[O-])cc(F)c2NCCCC[C@@H](C(N)=O)NC(=O)[C@H](CC(N)=O)NC1=O,-0.1%,28%,-27%,0.0059,-0.26,0.3,0.59,-4%,6%,12%,2.0%,13%
COc1ccc(N2CC(C(=O)Nc3ccc(N4CCOCC4)cc3)CC2=O)cc1 (stereo not drawn),-0.1%,0%,5%,-0.054,-0.22,0.03,1,-26%,-1%,10%,-4.0%,3%
Cc1ccc2nc(-c3ccccc3)c(NC(=O)c3ccco3)n2c1,-0.4%,7%,1%,0.33,-0.22,0.61,-0.92,-11%,12%,5%,-7.0%,11%

Compound activity (PubChem)
